High-throughput results deposited in PubChem BioAssay by several laboratories.
Pyk2 oligo antag: antagonists of Pyk2 self-association, primary screen, Q293 cells, FERM NanoBiT luminescence, HTS; Protein-tyrosine kinase 2-beta (Homo sapiens), Q14289; active compounds read low; z-score (the deposit names both 25 µM and 10 µM); 99,000 compounds, 0.83% hits; AID 1347419, 2020;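 active = Z-score of -3 or lower, scaled per plate to the spread of control and sample wells; inactive = z-score above -3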;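 also: negative z-score means lost luminescence so less FERM oligomerization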
E coli WT exp: growth inhibitors of wild-type E. coli, primary screen, strain BW25113, expanded library, OD600; OD600 absorbance; growth inhibition, % at 100 µM; 98,000 compounds, 0.15% hits; AID 710, 2007;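 active = growth inhibition above about 50% at one test dose, limit read from the data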;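 also: growth measured after 20 h incubation at 37 °C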
CYP2C9 inh: blockers of cytochrome P450 2C9 activity – biochemical, luminescence, ADME assay, primary screen; inhibition, % at 5 µM; CYP2C9 Supersomes, luciferin-H conversion; P11712; 96,000 compounds, 20% hits;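 active = blocking of liver enzyme CYP2C9 beyond about 50% at 5 µM, limit read from the data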; also: values of inactives mirror those of a sister screen read the other way
CYP2C9 activ: human CYP2C9 activators, primary screen, biochemical, luminescence | activation factor at 5 µM | AID 1024, 2008 | recombinant CYP2C9, luciferin-H conversion; active compounds read high; factor 1 = untreated enzyme, 0 = blocked | Cytochrome P450 2C9 (Homo sapiens), P11712 | 96,000 compounds, 1.4% hits;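 active = activation factor of 2 or more for CYP2C9 at a 5 µM dose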;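 also: 0 = sulfaphenazole-blocked wells and 1 = vehicle-only wells; values of inactives mirror those of a sister screen read the other way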
LYP inh 2: PTPN22 phosphatase inhibitors, primary screen, biochemical, DiFMUP fluorescence, 2 µM; recombinant LYP catalytic domain; inhibition, % at 2 µM; 96,000 compounds, 0.21% hits;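 active = inhibition at 2 µM at or above a set limit, the screen mean plus 3 SD, cut at about 24% in these data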;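 also: 0% = DMSO with enzyme and 100% = enzyme fully blocked by orthovanadate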
Target sequence (Q9Y2R2 whole entry, looked up, the tested form may be a part): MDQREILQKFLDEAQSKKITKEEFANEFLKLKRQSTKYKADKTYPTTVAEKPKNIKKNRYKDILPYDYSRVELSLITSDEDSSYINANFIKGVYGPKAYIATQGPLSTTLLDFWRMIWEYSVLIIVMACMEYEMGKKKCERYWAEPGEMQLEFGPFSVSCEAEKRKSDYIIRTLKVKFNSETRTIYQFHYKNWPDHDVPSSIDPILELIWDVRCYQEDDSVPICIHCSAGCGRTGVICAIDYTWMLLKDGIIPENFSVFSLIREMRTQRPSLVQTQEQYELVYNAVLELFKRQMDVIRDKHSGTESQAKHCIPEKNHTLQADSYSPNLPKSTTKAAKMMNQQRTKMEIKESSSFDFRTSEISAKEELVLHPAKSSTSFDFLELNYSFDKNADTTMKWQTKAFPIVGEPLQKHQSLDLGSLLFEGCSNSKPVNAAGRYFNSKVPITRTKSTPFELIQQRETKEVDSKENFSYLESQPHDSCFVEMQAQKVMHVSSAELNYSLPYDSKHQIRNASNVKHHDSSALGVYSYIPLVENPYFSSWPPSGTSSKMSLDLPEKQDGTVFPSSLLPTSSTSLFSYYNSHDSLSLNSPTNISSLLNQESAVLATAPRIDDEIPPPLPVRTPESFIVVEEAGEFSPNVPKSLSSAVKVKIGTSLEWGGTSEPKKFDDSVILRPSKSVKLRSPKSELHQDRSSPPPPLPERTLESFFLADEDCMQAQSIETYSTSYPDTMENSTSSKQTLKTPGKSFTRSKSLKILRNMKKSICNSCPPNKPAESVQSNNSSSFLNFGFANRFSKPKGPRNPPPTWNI
PostGolgi yeast: phenotypic screen on post-Golgi transport, primary screen; AID 739, 2007; 98,000 compounds, 0.9% hits; post-Golgi transport phenotypic cell assay; inhibition, % at 10 µM;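 also: yeast cells grown in 1536-well plates; yeast grown about 18 h at 30C before absorbance read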
PTPN22 act: LYP phosphatase activators, primary screen, biochemical, DiFMUP fluorescence, 2 µM. recombinant LYP; 0 = plate median, 100 = signal doubled. AID 697, 2007. Tyrosine-protein phosphatase non-receptor type 22 (Homo sapiens), Q9Y2R2. activation, % at 2 µM. 96,000 compounds, 0.11% hits;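 active = activation at 2 µM above a set limit, the mean plus 5 SD, cut at about 37% in these data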
PostGolgi ctrl: growth inhibition of yeast control strain, primary screen, counter-screen for post-Golgi transport modulator project. efflux-deficient yeast background strain, growth absorbance A615, 16 h. inhibition, % at 10 µM. 98,000 compounds, 5% hits
hDAT+cocaine: changed hDAT dopamine uptake under cocaine IC80, either direction, primary screen, cocaine antagonist project, cell-based, LLC-PK1 hDAT, [14C]-dopamine uptake, MLSMR | LLC-PK1 hDAT cells, [14C]-dopamine uptake with cocaine IC80; actives deviate in either direction | B-score at 10 µM | Sodium-dependent dopamine transporter (Homo sapiens), Q01959 | AID 449768, 2010 | 110,000 compounds, 1.3% hits;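 active = Z score or B-score, a plate-position-corrected score, falls beyond the plate's 99.7% confidence bounds, in either direction; inactive = both scores lie inside the 99.7% bounds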;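 also: scored against the spread of the other compound wells on the same plate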
An asterisk follows results filed as active; x = not tested or not shown. Rule as the data show it, unless noted: active = inhibition above about 30%; inactive = the rest.

The line under a structure holds: hDAT+cocaine | LYP inh 2 | CYP2C9 activ | PostGolgi yeast | PTPN22 act | CYP2C9 inh | Pyk2 oligo antag | E coli WT exp | PostGolgi ctrl
- CCC(C)N1C(=O)CCC1C(=O)NCc1ccc2c(c1)OCO2 (centres undefined)
 : 0.43 | -11 | 1 | 7 | 8 | 0 | x | -2 | 5
- COc1ccc(Cl)cc1S(=O)(=O)n1cnc2ccccc21
 : -0.024 | x | 0.7 | 3 | x | 31 | 0.86 | 1 | 1
- O=C(Nc1ccc(Cl)cc1)c1ccsn1
 : 0.93 | -8 | 1 | 8 | 5 | -4 | -0.71 | 13 | 26
- C=CCOc1ccc(CNn2cn[nH]c2=S)cc1OC
 : -0.48 | 12 | 0.9 | 15 | -8 | 7 | 0.43 | 0 | 1
- CC(C)C(c1nnnn1Cc1ccccc1)N1CCc2ccccc2C1 (centres undefined)
 : 0.55 | x | 0.5 | -11 | x | 53* | 0.08 | -2 | 7
- CCOCCCNC(=O)C1CCC(CNS(=O)(=O)c2ccc(Cl)cc2)CC1 (centres undefined)
 : -1.5 | -10 | 1 | 6 | 11 | 4 | -0.88 | -5 | -12
- COc1ccc(C(=O)CN2C(=O)c3ccccc3C2=O)c(OC)c1C
 : -0.21 | 4 | 0.3 | -2 | -4 | 72* | -0.59 | -5 | -1
- CCOC(=O)CSc1cc(=O)n(CC)c2ccccc12
 : -0.77 | -58 | 1.1 | -6 | 64* | -9 | -0.17 | -13 | 7
- O=C(Nc1nnc(-c2ccc(Cl)cc2)o1)Nc1ccccc1Cl
 : -0.88 | 9 | 0.9 | 3 | -12 | 7 | -0.26 | -2 | 10
- COc1ccc(Cl)cc1C(=O)CSc1nnnn1C1CCCC1
 : -0.59 | -7 | 0.9 | 20 | 4 | 6 | -1.2 | -13 | 35*
- CC1CN(S(=O)(=O)c2cccs2)CC(C)O1 (centres undefined)
 : 0.43 | 6 | 1 | 1 | -3 | 2 | 0.38 | 0 | 3
- COc1ccc(CCNC(=O)c2c(O)c3cccc4c3n(c2=O)CC4)cc1
 : 0.039 | -3 | 0.9 | -7 | 2 | 10 | 1.3 | -5 | 12
- Cc1nn(Cc2ccc(Cl)cc2Cl)c(C)c1NC(=O)CCl
 : 0.005 | -8 | x | x | 8 | x | -0.01 | x | x
- Cc1ccccc1N=C(NOCc1ccccc1)c1nonc1N
 : -0.6 | 0 | x | 10 | 1 | x | -1.9 | -8 | 36*
- Cc1cc(C)c(NC(=O)CS(=O)CC(=O)Nc2cccnc2)c(C)c1 (centres undefined)
 : 0.64 | -2 | 0.8 | 4 | 0 | 23 | 0.84 | 8 | -5
- Cc1ccc(C(=O)n2nc(-c3ccccc3)nc2NCc2ccco2)cc1
 : -0.012 | 4 | 0.8 | -8 | -1 | 16 | 0.43 | -16 | 4
- O=C(CSc1nc2ccccc2c(=O)n1C1CC1)NCc1ccccc1
 : -0.37 | -8 | 0.7 | 2 | 3 | 30 | -0.22 | -12 | 36*
- Cc1ccc(N2C(=O)[C@@H]3C(c4ccc(F)cc4)=NO[C@@H]3C2=O)cc1
 : -1.8 | -4 | 1.1 | 28 | 2 | -7 | 1 | 1 | -3
- O=C(O)c1ccc(CNCc2ccccc2Cl)cc1
 : -0.38 | 2 | 1 | -1 | -3 | -5 | 0.39 | -6 | -7
- Cn1c(=O)c2c(nc(CN3CCN(C(=O)c4ccco4)CC3)n2CCc2ccccc2)n(C)c1=O
 : 0.93 | 6 | 0.9 | 7 | -8 | 9 | 0.39 | -10 | 20
- COc1cccc(OC)c1Oc1ccc(C(F)(F)F)cn1
 : -0.66 | -3 | 0.9 | 0 | 0 | 11 | 0.36 | 5 | 4
- O=C(c1cc(-c2cccs2)nc2ccccc12)N1CCN(S(=O)(=O)c2cccc(F)c2)CC1
 : 1.2 | -7 | 0.3 | -3 | 8 | 69* | 0.38 | -13 | 29
- Fc1ccc(CNC(=S)Nc2ccc(Cl)cc2)cc1
 : -0.48 | 8 | 0.9 | -5 | -4 | 13 | 0.09 | 6 | 5
- COc1ccc(N(CC(=O)Nc2ccccc2SC)S(C)(=O)=O)cc1OC
 : -1 | -32 | 0.8 | 6 | 33 | 25 | 0.19 | 6 | -4
- CC(CCc1ccccc1)NC(=O)C1CCN(C(=O)c2sccc2-n2cccc2)CC1 (centres undefined)
 : 0.13 | -4 | 0.2 | -3 | 1 | 78* | x | 0 | 16
- Cc1ccc(C(=O)COC(=O)c2n[nH]c(=O)c3ccccc23)cc1
 : 0.45 | 11 | 0.8 | -2 | -12 | 21 | 1.6 | 3 | 15
- CCSCCOC(=O)C1=C(C)NC(=O)NC1c1ccc2c(c1)OCO2 (centres undefined)
 : -0.026 | 7 | 0.8 | -8 | -10 | 24 | x | 0 | 3
- O=C(Cn1[nH]c(=O)c2ccccc2c1=O)NC1CCCCCC1
 : 0.015 | -3 | 1 | -7 | 3 | 1 | 1.1 | -2 | 2
- CC#CCN(CC#CC)S(=O)(=O)c1ccc(S(=O)(=O)N2CCOCC2)cc1
 : -0.73 | -3 | 0.6 | -8 | 1 | 44 | -0.24 | 6 | 8
- COc1ccc(N2CCN(C(=O)CSc3nnc(COc4cccc5cccnc45)o3)CC2)cc1
 : 1.7 | -5 | 1 | -3 | 4 | 2 | 0.53 | 3 | 3

Structural class, the compounds so far with a thiophene ring, fused or not.
The line under a structure holds: hDAT+cocaine | LYP inh 2 | CYP2C9 activ | PostGolgi yeast | PTPN22 act | CYP2C9 inh | Pyk2 oligo antag | E coli WT exp | PostGolgi ctrl
- CC1CN(S(=O)(=O)c2cccs2)CC(C)O1 (centres undefined)
 : 0.43 | 6 | 1 | 1 | -3 | 2 | 0.38 | 0 | 3
- O=C(c1cc(-c2cccs2)nc2ccccc12)N1CCN(S(=O)(=O)c2cccc(F)c2)CC1
 : 1.2 | -7 | 0.3 | -3 | 8 | 69* | 0.38 | -13 | 29
- CC(CCc1ccccc1)NC(=O)C1CCN(C(=O)c2sccc2-n2cccc2)CC1 (centres undefined)
 : 0.13 | -4 | 0.2 | -3 | 1 | 78* | x | 0 | 16

(more compounds)
The line under a structure holds: hDAT+cocaine | LYP inh 2 | CYP2C9 activ | PostGolgi yeast | PTPN22 act | CYP2C9 inh | Pyk2 oligo antag | E coli WT exp | PostGolgi ctrl
- COc1ccc(S(=O)(=O)N(C)c2ccc(C(=O)N3CCOCC3)cc2)cc1
 : 0.9 | 11 | 0.9 | 5 | -13 | 8 | 0.28 | -7 | 2
- CCN1C(=O)c2ccc(C(=O)NCc3ccc4c(c3)OCO4)cc2C1=O
 : -0.67 | -3 | x | x | 2 | x | 2.4 | x | x
- O=C(CN(C(=O)C1CSC(=O)C1)c1ccccc1F)NCc1ccc2c(c1)OCO2 (centres undefined)
 : 0.085 | -4 | 0.6 | -6 | 3 | 44 | 0.58 | -3 | 7
- Nc1ncnc2nc(SCCN3CCCCC3)[nH]c12
 : x | -18 | 0.8 | -15 | 23 | 24 | 1.1 | -1 | 2
- Cc1ccc(CNc2ccc(CNc3ncn[nH]3)cc2)cc1
 : 0.82 | 5 | 0.4 | -3 | -3 | 63* | 0.33 | 8 | 11
- COCCn1c(COc2ccc(C)cc2)nc2ccccc21
 : 1.3 | 6 | 0.7 | -7 | -8 | 30 | -1 | 8 | 15
- Cc1cccc(-n2ncc3c(N)ncnc32)c1
 : 1 | x | 0.9 | 2 | x | 8 | 0.43 | -8 | 2
- c1ccc(N2N=C(c3cccs3)CC2c2ccco2)cc1 (centres undefined)
 : 2.3 | 0 | 0.5 | 3 | 3 | 45 | -0.24 | -12 | 27
- O=C(CSc1ccccc1)Nc1ccncc1
 : -0.77 | -6 | 0.1 | -1 | 5 | 85* | 1.3 | 15 | 2
- COc1ccc2cc(C#N)c(NC(C)C)nc2c1
 : -0.51 | -11 | 0.8 | 22 | 7 | 23 | -0.3 | 1 | -2
- Cc1ccccc1NC(=O)NCc1ccco1
 : 0.76 | 5 | 1.3 | 8 | -6 | -34 | -0.82 | -8 | 16
- Cc1cccc(C(=O)NC(=S)Nc2ccc(S(=O)(=O)N3CCN(C)CC3)cc2)c1
 : -0.61 | 5 | 0.3 | 2 | -6 | 71* | 0.44 | -5 | 26
- Cc1cc(=O)oc(C)c1C(=O)NCC1CCCO1 (centres undefined)
 : -0.57 | 0 | 1.1 | 7 | -2 | -9 | -0.21 | 0 | -6
- CCOc1ccc(-c2nnc(NC3=NCCCCC3)o2)cc1
 : 0.94 | 9 | 0.6 | -17 | -8 | 36 | -0.77 | 7 | 2
- O=C(Nc1ccn(Cc2ccccc2F)n1)c1ccc(COc2ccc(Cl)cc2Cl)o1
 : -0.018 | 4 | 0.1 | -2 | 2 | 93* | -0.78 | -21 | 28
- CC(/C=N/n1c(COc2ccccc2)n[nH]c1=S)=C\c1ccccc1
 : -0.58 | 22 | 0.9 | 4 | -19 | 10 | 0.68 | 3 | 23
- Cc1ccc2c(n1)sc1c(-c3ccc(Br)cc3)c(C#N)c(N)nc12
 : -0.28 | 13 | 0.9 | 6 | -9 | 14 | -1.1 | -11 | 17
- CCn1c(SCC(=O)N2CCN(c3ccccc3)CC2)nc2c(c1=O)SC(C)C2 (centres undefined)
 : -0.63 | 0 | x | 4 | -2 | x | x | 2 | 8
- O=C(NC1(C(F)(F)F)NC(=O)N(Cc2cccnc2)C1=O)c1ccccc1Cl (centres undefined)
 : -0.56 | -2 | 1 | -2 | 6 | 3 | 0.4 | -1 | 4
- CCn1c(=O)c2cc(S(=O)(=O)NCCOc3ccccc3)ccc2n(CC)c1=O
 : -0.93 | -14 | 0.7 | -2 | 11 | 35 | 0.48 | -4 | -4
- CN1CCN(CC(=O)Nc2sc3c(c2C#N)CCC(C(C)(C)C)C3)CC1 (centres undefined)
 : -0.72 | -4 | 0.7 | 18 | 5 | 34 | x | -15 | 26
- Cc1ccc(-c2nn3c(C)nnc3c3ccccc23)cc1S(=O)(=O)NCc1ccccc1
 : -0.85 | -2 | 0.5 | 0 | 4 | 46 | -1.7 | -5 | 11
- O=C(/C=C/c1ccccc1)CC(O)(c1ccccc1)C(F)(F)F (centres undefined)
 : 0.63 | 1 | 0.5 | 6 | -1 | 45 | -2.6 | 8 | 70*

Structures listed so far that contain a CF3 group:
The line under a structure holds: hDAT+cocaine | LYP inh 2 | CYP2C9 activ | PostGolgi yeast | PTPN22 act | CYP2C9 inh | Pyk2 oligo antag | E coli WT exp | PostGolgi ctrl
- COc1cccc(OC)c1Oc1ccc(C(F)(F)F)cn1
 : -0.66 | -3 | 0.9 | 0 | 0 | 11 | 0.36 | 5 | 4
- O=C(NC1(C(F)(F)F)NC(=O)N(Cc2cccnc2)C1=O)c1ccccc1Cl (centres undefined)
 : -0.56 | -2 | 1 | -2 | 6 | 3 | 0.4 | -1 | 4
- O=C(/C=C/c1ccccc1)CC(O)(c1ccccc1)C(F)(F)F (centres undefined)
 : 0.63 | 1 | 0.5 | 6 | -1 | 45 | -2.6 | 8 | 70*
